Source: PubChem
ALOX12 inh: ALOX12 (human) lipoxygenase inhibition; purified 12hLO, xylenol orange hydroperoxide absorbance; Potency, µM (highest dose often 108 µM), without a hit: at the top dose activity change, negative = inhibition, usual class: inhibitors; 580,000 tested, 1.1% active; further: potency means the concentration at half of the fitted maximal effect; on the % scale 0 is the no-effect control and ±100 the full control effect
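Hydroperoxide product was detected by ferrous iron/xylenol orange as the 573 to 405 nm absorbance ratio. Arachidonic acid at 40 uM (final) was turned over for 30 min at room temperature by 150 nM human 12hLO, pH 7.0 Hepes buffer, after 15 min compound preincubation.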
LDHA block: blocks human lactate dehydrogenase A | purified LDHA, NADH/diaphorase-resazurin fluorescence; hits give low values | P00338 | 480,000 tested, 0.15% active | activity change, % (values are at about 110 or 230 µM); in the data active means activity change below about -30%; inconclusive means mostly about -25% to -30%;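 further: plate controls were DMSO wells for no effect and wells without enzyme for full effect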
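LDH5 2 nM; NADH 0.06 mM, pyruvate 0.2 mM; 200 mM Tris pH 7.4, EDTA, Tween-20; 5 min RT. Detection: diaphorase 0.133 mg/mL + resazurin 37 µM, fluorescence ex540/em590 at 0 and 20 min; normalized to enzyme-free and DMSO wells.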
POLB inh: blocks human DNA polymerase beta activity | P06746 | Potency, µM (titrated, usually from 114 µM), inactives show at the highest dose activity change, negative = inhibition, most hits filed as inhibitors | 340,000 tested, 1.3% active | Pol beta primer extension/strand displacement, fluorescence kinetic; further: potency means the concentration at half of the fitted maximal effect; on the % scale 0 is the no-effect control and ±100 the full control effect
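Curves were derived by four-parameter Hill fits of normalized qHTS data. The kinetic fluorescent primer-extension read was taken at 0 and 10 min after 50 nM substrate, following a 15 min room-temperature preincubation of 10 nM enzyme with compounds.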
ERG Ets-DNA blk: inhibitors of human ERG Ets domain-DNA interaction; P11308; fluorescence polarization, His-ERG Ets domain / labelled DNA; Potency, µM (highest dose often 76.9 µM), for the others: at the highest dose FP activity, negative = inhibition, actives largely listed as inhibitors; 370,000 tested, 0.028% active; active means well fitted inhibition curve with a large enough effect in the polarisation, with a control signal flat; inconclusive means small, poorly fitted or top-dose-only effect, or effect the other way, or a change in a side signal; inactive means no such curve, though single readings can be large or run the other way; the % refers to the polarisation;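 further: polarization taken with two DNA probes labelled with fluorescein and Texas red; potency means the concentration at half of the fitted maximal effect; % of control where 0% means no effect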
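His-tagged ERG Ets domain (1 uM in the protein solution; 300mM KCl, 50mM Tris-HCl, 1mM EDTA, 1mM DTT, pH 7.5) received compound, then a probe mix of 5 nM fluorescein-DNA and 100nM Texas-615-DNA. Fluorescence polarization was read for both dyes.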
Apoferritin bind: candidate novel general anesthetic via apoferritin binding | P02791 | apoferritin/1-aminoanthracene competitive binding, fluorescence | Potency, µM (titrated, usually from 77.5 µM), for the others: at the top dose activity change, negative = displacement, usual class: inhibitors | 350,000 tested, 0.074% active | AID 485281; further: potency means the concentration at half of the fitted maximal effect; on the % scale 0 is the no-effect control and ±100 the full control effect; nearly all actives have a fitted effect of over 20% in size
Target sequence (P02791 2-175 limits assumed): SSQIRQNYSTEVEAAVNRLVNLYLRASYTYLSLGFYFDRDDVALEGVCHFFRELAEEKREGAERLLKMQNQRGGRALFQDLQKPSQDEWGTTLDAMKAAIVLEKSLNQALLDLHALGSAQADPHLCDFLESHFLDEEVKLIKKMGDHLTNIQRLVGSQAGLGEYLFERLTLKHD
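Probe: 1-aminoanthracene (50% saturated, PBS). Protein: horse-spleen apoferritin, 10 uM. Incubation: 10 min, room temperature. Detection: 380 nm excitation, 535 nm emission. Analysis: normalized response, four-parameter Hill.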
POLH inh: DNA polymerase eta (human) inhibition; Potency, µM (doses to about 114 µM), for the others: at the top dose activity change, negative = inhibition, usual class: inhibitors; recombinant Pol eta, fluorescent DNA replication assay; 390,000 tested, 1.2% active; further: potency means the concentration at half of the fitted maximal effect; on the % scale 0 is the no-effect control and ±100 the full control effect
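Pol eta (10 nM) was preincubated with compounds for 15 min at room temperature, after which fluorescent replication substrate (50 nM final) was added to start the reaction. Fluorescence was read kinetically at 0 and 10 min.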
Pol kappa inh: DNA polymerase kappa (human) inhibition; AID 588579; 400,000 tested, 0.53% active; purified Pol kappa, fluorescent DNA synthesis assay, 10 min; Potency, µM (top dose mostly 107 µM), inactives show at the highest dose activity, negative = inhibition, actives largely listed as inhibitors; further: potency means the concentration at half of the fitted maximal effect; on the % scale 0 is the no-effect control and ±100 the full control effect
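Fluorescent qHTS in 1536-well format: enzyme (10 nM) and compound sat 15 min at room temperature before 50 nM substrate (final) was added. Signal taken at 0 and 10 min; no-enzyme buffer wells were negative controls.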
APEX1 inh: inhibitors of human APE1 endonuclease; recombinant APE1, TAMRA/BHQ-2 abasic DNA cleavage fluorescence; Potency, µM (series often up to 65.8 µM), without a hit: at the top dose activity change, negative = inhibition, actives largely listed as inhibitors; 350,000 tested, 0.35% active; AID 2517;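 further: potency means the concentration at half of the fitted maximal effect; plate controls were vehicle for no effect and reference inhibitor for full effect; nearly all actives have a fitted effect of over 55% in size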
Target sequence (P27695 whole entry, looked up): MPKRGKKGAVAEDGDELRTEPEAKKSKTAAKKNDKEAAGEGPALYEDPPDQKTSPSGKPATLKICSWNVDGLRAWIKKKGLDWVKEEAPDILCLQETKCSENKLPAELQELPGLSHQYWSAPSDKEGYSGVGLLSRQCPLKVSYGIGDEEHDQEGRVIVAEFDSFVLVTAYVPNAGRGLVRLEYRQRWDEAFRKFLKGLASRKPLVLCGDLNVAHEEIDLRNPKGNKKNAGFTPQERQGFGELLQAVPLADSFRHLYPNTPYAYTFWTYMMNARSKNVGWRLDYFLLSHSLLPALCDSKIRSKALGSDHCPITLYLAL
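Substrate: short duplex with […] THF abasic site, 5'-TAMRA and 3'-BHQ-2, 50 nM final. APE1 at 0.75 nM, preincubated 15 min RT with compound. Fluorescence increase from first to third read measured activity.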
RGS4 inh: inhibitors of human regulator of G protein signaling 4; P49798; Transcreener GDP fluorescence polarization, RGS4-accelerated GTP hydrolysis; Potency, µM (highest dose often 114 µM), for inactives: at the highest dose activity change, negative = inhibition, actives largely listed as inhibitors; 390,000 tested, 0.039% active; further: potency means the concentration at half of the fitted maximal effect; on the % scale 0 is the no-effect control and ±100 the full control effect; nearly all actives have a fitted effect of over 75% in size; some results filed as inactive show a strong effect at the top dose
Target sequence (P49798 whole entry, looked up): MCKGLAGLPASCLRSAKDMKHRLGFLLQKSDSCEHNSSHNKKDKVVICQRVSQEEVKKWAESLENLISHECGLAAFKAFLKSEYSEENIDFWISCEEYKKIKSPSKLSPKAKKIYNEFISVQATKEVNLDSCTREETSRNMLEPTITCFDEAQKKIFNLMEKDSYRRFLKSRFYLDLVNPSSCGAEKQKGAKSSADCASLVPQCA
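MLSMR compounds (23 nl, pin-transferred) preincubated 10 min at room temperature with a 500nM (2x) first reagent, then RGS4 at 900nM (2x) plus Transcreener GDP mix added; fluorescence polarization (620/688 nm) read before and after 90 min at 30 °C.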
Active calls of the source: *; ? = inconclusive; . = not tested or not shown; & = joins results of further samples; [ ] = dose if it differs, or a comment. Unless noted, the call rests on the fitted dose curve; in most records, active means well fitted curve in the direction sought with a large enough effect; inconclusive means small, poorly fitted or top-dose-only effect, or another doubt; inactive means no such curve, though single readings can be large; an effect the other way counts as inactive or inconclusive.

SMILES	ALOX12 inh	LDHA block	POLB inh	ERG Ets-DNA blk	Apoferritin bind	POLH inh	Pol kappa inh	APEX1 inh	RGS4 inh
CN(C)C1=NCC(CSC(=N)N)S1 (centres undefined)	0%	-4	-3%	-4%	-3%	-1%	-10%	-2%	13%
O=C(COc1ccccc1Cl)NCCCNC(=O)c1cccnc1	25%	-8	?	-15%	-3%	-2%	4%	32%	11%
CCOc1ccc(-c2noc(COC)n2)cc1OC	10%	-4	3%	-4%	5%	0%	-3%	14%	2%
CC(c1ccccc1C(O)(c1ccccc1)c1ccccc1)N(C)C (centres undefined)	-1%	0	-13%	9%	-3%	-19%	0%	15%	11%
O=C(Nc1ccccn1)NC1CCCCC1	0%	-2	3%	10%	?	-17%	-12%	-3%	-12%[11.4 µM]
CCOC(=O)C1(C)NC(c2ccc(N(C)C)cc2)C2C(=O)N(c3ccc(OC)cc3)C(=O)C21 (centres undefined)	-5%	1	33%	6%	-3%	-12%	6%	1%	-42%
Cc1c(C(=O)Nc2ccccc2)c2ccc(C(F)(F)F)cc2n1O	59%[activator]	9	.	3%	.	-19%	0%	.	-28%
O=C(CNC(=O)c1ccccc1F)NCCCN1CCCC1=O	1%	-2	.	-2%	.	-9%	4%	-2%	15%
O=C1CC(c2cc(Br)ccc2F)c2cc3c(cc2N1)CCC3 (centres undefined)	5%	-7	18%	-4%	-6%	-14%	-2%	-1%	-6%
Cc1onc(-c2c(F)cccc2Cl)c1C(=O)Nc1sc2c(c1C#N)CCC(C(C)(C)C)C2 (centres undefined)	?	-5	?	-11%	-6%	-4%	-20%	6%	-14%
N#C/C(=N\Nc1ccc([N+](=O)[O-])cc1)C(=N)N1CCOCC1	15%	-5	-20%	1%	9%	-24%	-2%	1%	-7%
COc1cccc(-n2cnc3sc(-c4ccccc4)cc3c2=O)c1	10%	-3	.	-6%	.	-6%	-17%	.	-1%
O=C(OCC1CC(c2ccccn2)=NO1)c1ccc(Br)cc1 (centres undefined)	3%[57.4 µM]	3	6%	.	?	0%	-1%	0%	-9%
CCOc1cc(/C=N/NC(=O)c2ccccc2OCc2ccc(F)cc2)ccc1O	0%	-2	.	-11%	.	-10%	-20%	-14%	8%
COc1ccc(CNc2nc(-c3ccco3)nn2C(=O)CC(C)C)cc1	-1%	-13	0%	0%	10%	-13%	-24%	.	21%
O=C1NN(c2ccccc2)C(=O)/C1=C\c1coc2ccc(O)cc2c1=O	?	3	?	-9%	2%	?	?	-2%	-48%
CNC(=O)C1CC(=O)N(c2ccc(OCC(=O)NCc3ccccc3)cc2)C1 (centres undefined)	-2%	0	0%	3%	10%	-7%	0%	-9%	-27%
O=C(O)CNS(=O)(=O)c1ccc2[nH]c(=O)c(=O)[nH]c2c1	-7%	-7	-10%	8%	-5%	-13%	0%	0%	9%
Cc1cccc(-c2c3c(=O)n(C)c(=O)n(C)c3cn2CC2CCCO2)c1 (centres undefined)	14%	-1	8%	12%	-15%	3%	2%	2%	1%
Cc1cc(C(=O)Nc2ccc(Cl)cc2)on1	101%[activator]	-7	-12%	1%	-9%	-14%	-8%	27%	-15%
Oc1ccc(N2CCN(c3nnnn3-c3ccccc3)CC2)cc1	?	16	0%	8%	-8%	-1%	3%	-4%	-15%
Cc1ccc(S(=O)(=O)C2(C(=O)Nc3nccs3)CC2)cc1	?	-3	-1%	-9%	-3%	-23%	-2%	?	-8%
CCOC(=O)C1CCCN(S(=O)(=O)c2cc(Br)cc3c2N(C(C)=O)CC3)C1 (centres undefined)	-16%&-11%	-3&-2	9%&24%	5%&2%	-16%&-7%	5%&-20%	-8%&1%	-2%	37%&3%
CCNC(=S)N1CCN(CCN=CC2=C(O)CC(C)(C)CC2=O)CC1	6%	-11	-24%	0%	-1%	-3%	0%	1%	-7%
COc1cc2ncnc(Nc3ccc(F)c(Cl)c3)c2cc1OCCCN1CCOCC1	-10%[22.9 µM]	.	.	.	-5%	.	-10%[60.1 µM]	-7%	.
COc1cccc(Nc2nc(-c3ccccc3)c3cc(C)ccc3n2)c1	-47%	-4	19%	-9%	37%[activator]	-14%	0%	.	7%
Cc1cc(C)cc(NC(=O)Cn2cc(C(=O)c3ccncc3)c(=O)c3cc(C)c(C)cc32)c1	-19%	-6	-17%	4%	-14%	.	4%[60.1 µM]	.	-15%
O=C1NC(=Nc2ccccc2)/C(=C/c2ccco2)S1	?	-2	?	16%	-19%	-16%	-36%	-4%	-16%
O=C(Nc1ccccc1)NC1(C(=O)N2CCN(C(=O)c3ccco3)CC2)CCCCC1	10%	2	1%	-4%	-11%	-9%	7%	2%	-30%
COc1ccc(-c2csc(NC(=O)c3cc(C)on3)c2C#N)cc1OC	-17%	-2	10%	4%	-10%	-9%	0%	-3%	-26%
COc1ccc2cc(C(N)=O)c(=Nc3ccc(C)cc3)oc2c1	-17%	-11	18%	-7%	-8%	-3%	-11%	-3%	-10%
COc1ccc(C2CC(=O)c3c(O)cc(O)cc3O2)c(CC=C(C)C)c1OC (centres undefined)	9%	6	.	15%	.	-20%	12%	.	-11%
OCc1ccccc1N=Cc1cccnc1	2%	-2	43%	19%	-8%	-8%	5%	12%	-23%
O=C(O)c1ccc(NC(=O)c2cc(S(=O)(=O)N3CCCCC3)c(Cl)cc2Cl)cc1	-20%	-14	32%	0%	-8%	-3%	2%	.	-13%
CC(C)C(=O)Nc1cc(S(=O)(=O)N2CCOCC2)ccc1N1CCCCC1	?	3	.	-2%	.	-2%	-7%	-21%	-24%
O=C(c1cc(-c2ccccc2)on1)N1CCN(c2ccccc2)CC1	66%[activator]	-3	-5%	-5%	-5%	-12%	2%	-15%	11%
CCOC(=O)Cn1c(-c2ccccn2)nc2ccccc21	2%	-12	4%	-6%	-10%	-2%	-4%	-1%	15%
Fc1ccc(-c2csc(-c3ccc(C4SCCS4)cc3)n2)cc1F	-2%	0	-1%	2%	-11%	-4%	0%	-4%	18%
O=[N+]([O-])c1ccccc1/C=N/N1CCN(Cc2ccccc2)CC1	88%[activator]	-1	9%	-11%	-7%	-5%	-8%	9%	-2%
O=C(CCC1CCCC1)Nc1ccc(OCC(=O)N2CCOCC2)cc1	-21%	3	17%	7%	-13%	3%	-9%	-3%	11%

Of the compounds above, these contain a COOH group:
SMILES	ALOX12 inh	LDHA block	POLB inh	ERG Ets-DNA blk	Apoferritin bind	POLH inh	Pol kappa inh	APEX1 inh	RGS4 inh
O=C(O)CNS(=O)(=O)c1ccc2[nH]c(=O)c(=O)[nH]c2c1	-7%	-7	-10%	8%	-5%	-13%	0%	0%	9%
O=C(O)c1ccc(NC(=O)c2cc(S(=O)(=O)N3CCCCC3)c(Cl)cc2Cl)cc1	-20%	-14	32%	0%	-8%	-3%	2%	.	-13%

Next section:
SMILES	ALOX12 inh	LDHA block	POLB inh	ERG Ets-DNA blk	Apoferritin bind	POLH inh	Pol kappa inh	APEX1 inh	RGS4 inh
O=C(ON=C1CCN(S(=O)(=O)c2ccccc2)CC1)c1cccc(Cl)c1	-9%	-9	6%	-10%	8%	-10%	-9%	12%	-15%
CCOC(=O)c1sc(N)c(C#N)c1CSc1nnc(C2CC2)n1N	24%	4	-25%	1%	-3%	-11%	2%	0%	-25%
O=S(=O)(c1ccc(Cl)nc1)N1CCN(Cc2ccc3c(c2)OCO3)CC1	388%[activator]	-4	16%	4%	-21%	-11%	-6%	-7%	-7%
CCOC(=O)N1CCc2c(sc3c2c(=O)n(Cc2ccccc2)c(=O)n3Cc2cccc(Cl)c2)C1	0%	-5	7%	0%	-3%	-11%	-6%	.	-2%
Cc1cc(=O)oc2cc(OCC(=O)N3CCN(c4ccc(F)cc4)CC3)c(Cl)cc12	8%	-2	23%	-3%	-5%	-8%	-8%	6%	29%[11.4 µM]
COc1ccc(-c2cc3ccc(OCC(C)=O)cc3oc2=O)cc1	17%	-1	31%	9%	39%[activator]	12%	12%	45%	-3%
CCn1cc(C(=O)N2CCCC(CO)(Cc3ccccc3C)C2)cn1 (centres undefined)	-16%	-2	3%	-5%	-5%	-6%	0%	4%	-20%[11.4 µM]
CN1CCN(C(=O)/C(=C/c2cn(C)c3ccccc23)NC(=O)c2ccccc2)CC1	?	2	-2%	-12%	-5%	7%	7%	-25%	0%
CCOC(=O)c1sc(NC(=O)C2CCC2)cc1C	0%	0	-25%	-2%	-5%	-15%	3%	-19%	-26%
CCOC(=O)c1cccc(NC(=O)CCc2nc3cccnc3n2-c2ccccc2)c1	-15%	-11	15%	2%	50%[activator]	-3%	-14%	.	27%
O=S(=O)(NCC1CCCO1)c1ccc(Oc2ccccc2)cc1 (centres undefined)	-21%	1	1%	-2%	5%	-14%	-7%	0%	-8%
CCOC(=O)C1CCN(C(=O)C(CCSC)NC(=O)c2ccccc2OC)CC1 (centres undefined)	0%	-15	.	5%	.	-12%	-9%	-4%	-6%
O=C(/C=C/NCC(=O)c1ccccc1)c1ccc(Br)cc1	?	3	19%	2%	-8%	-17%	-24%	?	-32%
CSc1ncc(C(=O)N2CCN(c3cccc(Cl)c3)CC2)c(C)n1	?	-2	0%	3%	8%	-8%	-10%	.	17%
CC(C)Cn1c(-c2ccc(F)cc2)n[nH]c1=S	?	-3	4%	-2%	-5%	-4%	-13%	22%	-36%

These rows are one share of the data. The share of hits here may be higher or lower than overall.
